# Screens: PubChem, National Center for Advancing Translational Sciences (NCATS)
# PLK1 PBD inh – qHTS for Inhibitors of PLK1-PDB (polo-like kinase 1 - polo-box domain): Primary Screen; hit rate 2.8% among 360,000; Plk1 PBD binding of FITC phosphopeptide, fluorescence polarization; Potency, µM, for the others: max response, negative = inhibition, most hits filed as inhibitors; also: potency is read from the fitted curve at half-maximal effect; series mostly up to about 57 µM; % is scaled to controls: 0 for no effect and ±100 for the full control effect; nearly all actives have a fitted effect of over 65% in size
# Mm-Cpn inhibitor – Inhibitors of TCP-1 ring complex (TRiC) of Methanococcus maripaludis (MmCpn): qHTS; purified Mm-Cpn ATPase, ADP Transcreener TR-FRET; Potency, µM (series often up to 76.9 µM), inactives show at the highest dose activity, negative = inhibition, hits mostly inhibitors; hit rate 0.031% among 330,000; AID 504842, 2011; also: potency is read from the fitted curve at half-maximal effect; % is scaled to controls: 0 for no effect and ±100 for the full control effect; nearly all actives have a fitted effect of over 80% in size
#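 Inhibition of chaperonin ATP hydrolysis is measured as reduced ADP production, detected by competitive TR-FRET in which signal falls with ADP. Final enzyme 25 nM and ATP 10 uM, reacted 30 min at 37°C.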
# PI5P4K alpha inh – qHTS for Inhibitors of phosphatidylinositol 5-phosphate 4-kinase (PI5P4K); max response, %; Phosphatidylinositol 5-phosphate 4-kinase type-2 alpha (Homo sapiens), P48426; hit rate 1.2% among 330,000; PI5P4Kalpha enzyme, ADP-Glo luminescence, 60 min; active compounds read low; active = max response of -50% or lower; also: value at the top dose of about 77 µM; % is scaled to controls: 0 for no effect and ±100 for the full control effect
#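 Compounds were pin-transferred onto PI5P4Kalpha and substrate in HEPES pH 7.4 buffer with EGTA, CHAPS and 5% DMSO. ATP (5 microM final) started the reaction, which ran 60 minutes at room temperature before ADP-Glo detection.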
# WRN inhibitor – qHTS for Inhibitors of WRN Helicase | Bifunctional 3'-5' exonuclease/ATP-dependent helicase WRN (Homo sapiens), Q14191 | WRN helicase unwinding, fluorescent forked duplex, kinetic | Potency, µM (highest dose often 114 µM), inactives show at the highest dose activity change, negative = inhibition, usual class: inhibitors | hit rate 0.46% among 360,000 | AID 651768, 2012; also: potency is read from the fitted curve at half-maximal effect; % is scaled to controls: 0 for no effect and ±100 for the full control effect; nearly all actives have a fitted effect of over 55% in size
#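 Fluorescence dequenching readout, ex 525 nm/em 598 nm, kinetic mode: forked duplex DNA (100 nM final) with adjacent fluorophore and quencher unwound by WRN (20 nM final) with 2 mM ATP. Compound preincubation 15 min, room temperature.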
# EPAC1 agonist – qHTS for Agonist of cAMP-regulated guanine nucleotide exchange factor 3 (EPAC1): primary screen. Rap guanine nucleotide exchange factor 3 (Homo sapiens), O95398. EPAC1 agonist qHTS, biochemical assay; response scale: 100% = response to 6.5 mM cAMP. Potency, µM (titrated, usually from 154 µM), for inactives: top-dose activation, hits mostly activators. hit rate 0.073% among 360,000. AID 720707, 2013; also: potency is read from the fitted curve at half-maximal effect; nearly all actives have a fitted effect of over 60% in size
#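 EPAC1 100 nM, Rap1B–BODIPY-GDP 250 nM, unlabeled GDP 50 uM; compound titration; 5 min RT; kinetic read ex480/em540 at 5-min intervals ×30 min; data normalized to 6.5 mM cAMP agonist control.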
# CCT chaperon mod – High-Throughput Screening for Modulators of Cytosolic Chaperonin Activity; purified chaperonin ATPase assay, HTRF ADP detection, 30 min; activity change, % (concentration not given with the values), hits read low; hit rate 0.3% among 360,000; AID 651819, 2012; in the data active = activity change below about -30%; also: % is scaled to controls: 0 for no effect and ±100 for the full control effect
#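 Enzyme 40 or 20 nM (batch-dependent) in Tris pH 7.4/KCl/MgCl2/DTT; cpd 76 uM single point; ATP 10 uM; 30 min 37 °C; Transcreener ADP HTRF detection, 30 min RT; ratio 665/615.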
# EPAC1 antag – qHTS for Antagonist of cAMP-regulated guanine nucleotide exchange factor 3 (EPAC1): primary screen; AID 720709, 2013; EPAC1 GEF assay, Rap1b-BODIPY-GDP exchange fluorescence; hit rate 0.14% among 360,000; Potency, µM (series often up to 115 µM), for the others: at the highest dose activity change, negative = inhibition, most hits filed as inhibitors;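 also: potency is read from the fitted curve at half-maximal effect; plate controls were vehicle for no effect and positive control for full effect; nearly all actives have a fitted effect of over 50% in size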
# EPAC2 antagonist – qHTS for Antagonist of cAMP-regulated guanine nucleotide exchange factor 2 (EPAC2): primary screen; EPAC2 GEF exchange of Rap1B-BODIPY-GDP, fluorescence; Potency, µM (series often up to 114 µM), without a hit: at the top dose activity, negative = inhibition, actives largely listed as inhibitors; hit rate 0.18% among 360,000; AID 720708, 2013; also: potency is read from the fitted curve at half-maximal effect; % is scaled to controls: 0 for no effect and ±100 for the full control effect; nearly all actives have a fitted effect of over 45% in size; many of its hits are not listed in these tables
# * marks the source's active call; other numbers are inactive results. Unless noted, calls follow the shape of the dose curve; as a rule, active = well fitted curve in the direction sought with a large enough effect; inconclusive = small, poorly fitted or top-dose-only effect, or another doubt; inactive = no such curve, though single readings can be large; an effect the other way counts as inactive or inconclusive.
SMILES,PLK1 PBD inh,Mm-Cpn inhibitor,PI5P4K alpha inh,WRN inhibitor,EPAC1 agonist,CCT chaperon mod,EPAC1 antag,EPAC2 antagonist
O=C(CCN1CCN(CCO)CC1)N1c2ccccc2Sc2ccc(C(F)(F)F)cc21,27µM*,0%,-30,7%,-23%,-0.8,-9%,-6%

# Not all compounds are listed; count on the stated rates, not on these rows.
